# GLD-1 RNA inh: GLD-1-TGE RNA interaction inhibition (C. elegans); Q17339; purified GLD-1 + fluorescein TGE RNA, fluorescence polarization; inhibition, % at 5.96 µM; hit rate 0.44% among 320,000;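 active means percent inhibition above a per-plate cutoff, the plate mean of test compounds plus 3 SD, cut at about 30% in these data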;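 further: 0% = DMSO wells with GLD-1 and probe and 100% = wells lacking GLD-1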
# PME-1 primary: PME-1 (human) inhibition; recombinant PME-1, FP-Rh probe fluorescence polarization; inhibition, % at 5.9 µM; hit rate 0.53% among 320,000;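 active means inhibition above the campaign mean of all compounds plus 3 SD, cut at about 26% in these data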;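 further: competitive labeling of PME-1 active site by serine hydrolase directed probe; 0% = PME-1 with DMSO and 100% = wells lacking PME-1 enzyme; inhibitors block probe labeling so polarization falls and inhibition rises; many of its hits are not listed in these tables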
# Fam108B inh: counter-screen for RBBP9 inhibitors: inhibitors of mouse Fam108B. AID 1947. inhibition, % at 9.51 µM. hit rate 0.33% among 300,000. recombinant Fam108B, FP-Rh probe fluorescence polarization;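 active means inhibition above the screen mean inhibition plus 3 SD, computed separately per campaign, cut at about 18% in these data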;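 further: inhibitors lower polarization as less probe binds the enzyme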
# GSTO1 inh: counter-screen for RBBP9 inhibitors: inhibitors of human GSTO1 | P78417 | recombinant GSTO1, activity-based probe fluorescence polarization | inhibition, % at 5.96 µM | hit rate 1.1% among 300,000 | AID 1974;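 active means inhibition above the campaign mean inhibition plus 3 SD, cut at about 35% in these data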;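 further: 0% = GSTO1-1 with DMSO and 100% = wells lacking GSTO1-1 enzyme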
# Target sequence (P78417 whole entry, looked up): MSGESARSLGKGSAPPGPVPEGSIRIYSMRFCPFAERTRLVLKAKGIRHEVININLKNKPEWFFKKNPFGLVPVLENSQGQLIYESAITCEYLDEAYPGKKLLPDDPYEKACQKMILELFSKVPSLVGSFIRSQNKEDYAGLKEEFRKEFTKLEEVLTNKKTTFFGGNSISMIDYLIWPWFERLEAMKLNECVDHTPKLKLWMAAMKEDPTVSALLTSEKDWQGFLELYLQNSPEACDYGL
# MCL1-BIM inh: inhibitors of human MCL1 binding to BIM-BH3 peptide; Q07820; GST-MCL1 / FITC-Bim-BH3 fluorescence polarization; inhibition, % at 10.9 µM; hit rate 0.68% among 320,000; AID 2057;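 active means inhibition above the mean inhibition of all tested compounds plus 3 SD, set per campaign, cut at about 40% in these data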;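 further: 0% = DMSO wells and 100% = unlabeled Bim-BH3 peptide control; higher means more loss of mP so more displacement of Bim peptide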
# MEX-5 binding: C. elegans MEX-5 TCR-2 RNA binding activity; MEX-5/FITC-TCR2 RNA binding, fluorescence polarization; stronger effect = lower value; AID 1832; Q9XUB2; activity score (negative = inhibition of binding), % at 10 µM; hit rate 0.38% among 300,000;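 active means inhibition past about -25% in most replicates, and total fluorescence under double the plate's negative control median, limit read from the data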;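 further: 0% = DMSO and -100% = 5 µM competing unlabeled TCR2 RNA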
# TPT1 inh: C. albicans TPT1 enzyme inhibition; inhibition, % at 5 µM; recombinant caTPT1, FP RNA substrate dephosphorylation; hit rate 0.81% among 300,000; AID 1962;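 active means inhibition above the mean of all tested compounds plus 3 SD, set per screening campaign, cut at about 24% in these data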;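 further: plate controls were DMSO alone for no effect and ferristatin control at 100 nM for full effect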
# Bcl-xL primary: inhibitors of human Bcl-xL; Q07817; GST-Bcl-xL / FITC-Bim BH3 peptide fluorescence polarization; inhibition, % at 10.9 µM; hit rate 0.7% among 320,000; AID 2129;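 active means inhibition above the mean of all tested compounds plus 3 SD, cutoff set per campaign, cut at about 30% in these data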;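 further: 0% = DMSO wells and 100% = unlabeled Bim-BH3 peptide competitor; inhibitors lower millipolarization by displacing the labeled peptide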
# PAD4 FP inh: PAD4 (human) enzyme inhibition; Q9UM07; recombinant PAD4, RCA probe fluorescence polarization; inhibition, % at 6.36 µM; hit rate 0.41% among 330,000; AID 485272;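 active means percent inhibition above a cutoff equal to the mean of all tested compounds plus 3 SD, cut at about 15% in these data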;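 further: 0% = PAD4 with RCA probe and DMSO and 100% = probe without PAD4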
# Target sequence (Q9UM07 whole entry, looked up): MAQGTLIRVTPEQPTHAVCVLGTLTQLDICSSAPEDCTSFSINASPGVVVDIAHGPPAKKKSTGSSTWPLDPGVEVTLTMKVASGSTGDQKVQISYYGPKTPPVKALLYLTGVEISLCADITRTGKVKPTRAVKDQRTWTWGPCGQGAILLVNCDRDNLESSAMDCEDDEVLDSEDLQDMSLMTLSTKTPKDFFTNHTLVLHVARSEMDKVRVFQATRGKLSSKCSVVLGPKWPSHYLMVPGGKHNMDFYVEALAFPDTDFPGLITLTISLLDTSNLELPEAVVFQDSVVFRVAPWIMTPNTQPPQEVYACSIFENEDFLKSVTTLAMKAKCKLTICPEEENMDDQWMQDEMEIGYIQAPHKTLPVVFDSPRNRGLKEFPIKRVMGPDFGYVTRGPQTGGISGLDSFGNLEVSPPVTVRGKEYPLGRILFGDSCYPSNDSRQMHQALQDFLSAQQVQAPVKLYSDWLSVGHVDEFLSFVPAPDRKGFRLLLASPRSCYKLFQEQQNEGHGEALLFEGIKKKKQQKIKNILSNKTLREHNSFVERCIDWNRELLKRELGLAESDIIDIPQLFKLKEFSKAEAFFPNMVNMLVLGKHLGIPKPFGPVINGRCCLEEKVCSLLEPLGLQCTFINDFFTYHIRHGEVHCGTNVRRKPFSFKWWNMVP
# Starred values were filed as active, the others as inactive; / = no result given. These rows are one share of the data (hit frequency here may not be typical).
SMILES,GLD-1 RNA inh,PME-1 primary,Fam108B inh,GSTO1 inh,MCL1-BIM inh,MEX-5 binding,TPT1 inh,Bcl-xL primary,PAD4 FP inh
C=CCOc1ccc(/C=C/C(=O)OCC(=O)NCC(=O)Nc2c(C)cc(C)cc2C)cc1,4,0,-8,6,5,-0.9,4,-4,-6
CCC(C(=O)Nc1ccc(C(=O)N2CCCC2)cc1)c1ccccc1 (configuration not stated),1,2,5,-1,0,/,1,6,-4
COc1ccc(-c2c(C)nn3c(N)c(-c4ccccc4)cnc23)cc1OC,0,11,7,5,0,-2.6,3,-1,0
O=C1Nc2ccc(F)cc2C12SCCS2,2,1,0,18,3,2.1,-4,0,5
Cc1ccc2c(c1)C(=O)CC(O)(C(F)(F)F)O2 (configuration not stated),4,1,0,18,8,1.5,1,3,-1
Cc1ccccc1N1CC(C(=O)Nc2ccc(S(=O)(=O)NCC3CCCO3)cc2)CC1=O (configuration not stated),-1,-4,-1,2,-4,-1.3,-5,1,-2
CCc1ccccc1NC(=O)CCNC(=O)Cn1ccc2ccccc2c1=O,8,1,0,7,3,0.1,-3,3,-2
CCOC(=O)C1CCN(c2c(N3CCN(Cc4ccccc4)CC3)c(=O)c2=O)CC1,5,-1,0,2,7,-0.3,0,6,0
Cc1ccc(-n2c(C)nn(CC3CC3)c2=O)cc1,0,-2,2,-4,3,0.7,-1,3,-7
Cc1ccc(N(Cc2ccccc2)C(=O)c2cc(S(=O)(=O)N3CCOCC3)ccc2N2CCCC2)cc1,-4,0,1,-2,-1,0.0,1,2,0
CN(C)c1ccc(C(=O)C(O)c2ccc(C(C)(C)C)cc2)cc1 (configuration not stated),-3,-5,1,-3,-3,4.1,3,-3,1
CCC(C)C(NC(=O)C1CCC(=O)N1C(=O)OCc1ccccc1)C(=O)NC(C(=O)N1CCCC1C(N)=O)C(C)CC (configuration not stated),0,-1,1,3,-6,0.3,1,-7,-3
O=C(NNC(=O)c1cccnc1)NC12CC3CC(CC(C3)C1)C2,4,-12,2,4,8,0.1,1,10,-2
CCN(c1ccc2c(c1)OCO2)S(=O)(=O)c1cc(Br)cc2c1N(C(=O)C1CC1)CC2,3,2,-3,-5,31,0.5,1,34*,-1
Cc1cc(C)c(OCC(=O)N2CC=C(c3ccccc3)CC2)c(C)c1,-5,-8,1,6,1,1.2,2,1,-5
COc1cc(/C=C/CO)ccc1O[C@@H]1O[C@H](CO)[C@@H](O)[C@H](O)[C@H]1O,2,7,-3,2,4,1.3,-2,2,1
CC(C)Sc1nnc([C@H](Cc2c[nH]c3ccccc23)NC(=O)OC(C)(C)C)o1,10,-6,1,2,-17,1.9,-2,-4,6
CCOC(=O)C1=C(C)OC(N)=C(C#N)C1c1ccccc1 (configuration not stated),0,0,2,10,6,0.6,1,8,0
Cc1cc(C)n(CC(=O)NNC(=O)CCCOc2ccc(Cl)c(C)c2)n1,-3,-1,0,-2,-1,0.0,4,-3,0
COc1cccc(NC(=O)CN(C)S(=O)(=O)c2ccc(C)cc2)c1,4,1,1,0,-2,-0.2,-3,4,0
O=C(CSc1n[nH]c(=O)n1Cc1ccco1)N1CCOCC1,3,2,-1,3,5,1.2,-5,3,0
CC(=O)c1c(C)nc(Nc2nc(C)c3cc(C)ccc3n2)nc1C,-6,1,-3,7,7,-2.2,1,3,-1
CCN(CCCNC(=O)C1CCN(C(=O)c2cc3sccc3n2C)CC1)Cc1ccccc1,5,1,3,14,1,-0.8,3,-1,0
CC1=C(C(=O)OCc2ccccc2)C(c2ccc(N3CCOCC3)cc2)NC(=O)N1 (configuration not stated),5,3,-3,-10,6,0.5,4,5,-4
NS(=O)(=O)c1ccc(CCNc2nc(C(F)(F)F)nc3ccccc23)cc1,-1,-15,1,-10,-7,0.8,0,-1,2
COc1ccc(-c2nc(-c3cccc(C(F)(F)F)c3)no2)cc1OC,-3,2,6,0,-2,-1.2,5,3,-5
CC12CCC(C(=O)N(c3ccc(Cl)cc3)C1=O)C2(C)C (configuration not stated),7,2,1,-3,5,1.5,0,3,0
COc1ccc(CCN(C)C2CCCN(C(=O)c3ccnn3C)C2)cc1OC (configuration not stated),2,-1,1,-1,3,-0.2,2,3,0
Cc1ccc(S(=O)(=O)N2CCN(S(=O)(=O)c3ccc(C)cc3)C2)cc1,2,19,2,3,0,-1.3,-2,3,0
O=C(NCc1ccccc1)Nc1cccn(Cc2ccccc2Cl)c1=O,6,3,1,7,3,-0.1,1,5,2
Cc1cccc(CSc2nc3ccncc3n2CC(=O)Nc2cc(C)cc(C)c2)c1,3,-6,-6,1,1,-0.3,2,2,-2
CC(C)c1ccc(-c2nc3c([nH]2)c(=O)n(C)c(=O)n3C)cc1,-3,12,-2,-1,4,1.5,-2,3,5
O=C(COc1ccc(NS(=O)(=O)c2ccc(F)cc2)cc1)N1CCOCC1,3,-4,-1,7,10,-3.7,0,5,1
Cc1ccc(CN(C)Cc2cc(=O)oc3cc(C)c(Cl)cc23)cc1,-12,1,10,0,4,0.2,-5,7,3
COC(=O)c1sccc1NC(=O)Nc1ccc(C)cc1C,4,5,2,8,4,-0.6,-2,3,-2
Cc1ccc(-c2csc(NC(=O)c3ccccc3Cl)c2C(=O)O)cc1,6,3,-7,-75,10,3.4,2,14,-2
CSC(SC)=C(C#N)C(=O)c1ccccc1,4,-2,0,5,-2,-0.1,-1,3,0
CCc1ccc2oc(=O)cc(CN3CCN(CCO)CC3)c2c1,1,2,2,4,-4,-4.2,-2,-2,0
CS(=O)(=O)c1ccc(N2CCN(C3CC(=O)NC3=O)CC2)cc1 (configuration not stated),3,-1,1,2,1,0.1,-4,12,-2
Cn1c(=O)c2c(nc(N3CCCCC3)n2C)n(C)c1=O,-4,1,-2,1,-6,0.9,-8,6,4
CN(C)CCNc1c2c(c(C#N)c3nc4ccccc4n13)CCCC2,12,1,6,-1,35,-6.8,-11,30,0
COC(=O)c1cccc(NC(=O)Cc2ccsc2)c1,6,-6,2,6,5,1.8,-1,-1,-2
O=C(OCCN1CCOCC1)c1cccc(F)c1,7,-4,-1,7,15,1.0,-3,4,-2
COc1ccc(S(=O)(=O)NCc2nc3nc(C)cc(C)n3n2)cc1OC,-4,4,4,0,6,-1.4,-5,5,-1
C=CCN(CC=C)C(=S)NC(=O)c1ccc(OC)c(Br)c1,-1,-1,1,-7,7,0.4,0,10,-2
CN1CCN(S(=O)(=O)c2ccc(-c3ccc(Cl)cc3)cc2)CC1,4,-4,2,4,4,-0.4,-1,3,2
O=C(CNC(=O)C12CC3CC(CC(C3)C1)C2)N/N=C\c1ccccn1,-1,1,-3,2,-4,-1.5,3,0,-1
O=C(CNS(=O)(=O)c1ccccc1)NCC(=O)N1CCCCC1,2,0,2,4,-6,0.1,2,-1,0
O=C(NCc1cccnc1)c1ccc(NC(=O)c2cccc([N+](=O)[O-])c2)cc1,-9,1,-4,10,0,-5.2,2,-2,-7
CCOc1ccc(CCNC(=O)COC(=O)/C=C/c2ccccc2OC)cc1OCC,6,3,-1,4,2,1.1,-5,3,-3
O=C(Nc1ccc(Cl)cn1)c1cc(S(=O)(=O)N2CCCCC2)ccc1Cl,2,-2,2,0,-3,-0.5,0,2,-3
Cc1c(NC(=O)CSc2nnnn2-c2ccc(F)cc2)c(=O)n(-c2ccccc2)n1C,-4,0,-1,1,0,0.1,0,-2,-8
CCOC(=O)CNC(=O)c1c(C)nn(C)c1Cl,2,-9,-5,-5,-1,1.2,-2,0,5
CCN(CC)c1nc(N)c([N+](=O)[O-])c(NCCO)n1,-4,1,-2,2,7,-0.7,-3,1,2
Cc1csc2nc(O)c(C(=O)NC3CCCCC3)c(=O)n12,2,1,-6,-1,4,-0.5,0,4,-2
C=CCNC(=O)c1ccc(-c2cccc([N+](=O)[O-])c2)o1,-4,0,3,1,15,-0.9,-1,1,-2
CNC(=S)N(CCc1ccc(OC)c(OC)c1)Cc1cc2c(C)cc(C)cc2[nH]c1=O,0,-14,4,2,11,0.2,-3,2,2
Cc1ccc(S(=O)(=O)N2CCC(C(=O)O)CC2)cc1,0,-6,5,5,-4,-2.0,0,2,1
COC(=O)C1=C(C(C)=O)C(c2ccc(C(=O)OC)cc2)n2nnnc2N1 (configuration not stated),6,-3,-6,8,-3,2.7,0,-3,0
COc1ccc2c3n([n+]([O-])c2c1)CCN=C3c1ccc(C)cc1,0,-5,0,-1,-5,/,7,1,-5

# At a glance, some entries already given.
SMILES,GLD-1 RNA inh,PME-1 primary,Fam108B inh,GSTO1 inh,MCL1-BIM inh,MEX-5 binding,TPT1 inh,Bcl-xL primary,PAD4 FP inh
CN1CCN(S(=O)(=O)c2ccc(-c3ccc(Cl)cc3)cc2)CC1,4,-4,2,4,4,-0.4,-1,3,2
O=C(CNC(=O)C12CC3CC(CC(C3)C1)C2)N/N=C\c1ccccn1,-1,1,-3,2,-4,-1.5,3,0,-1
O=C(CNS(=O)(=O)c1ccccc1)NCC(=O)N1CCCCC1,2,0,2,4,-6,0.1,2,-1,0
O=C(NCc1cccnc1)c1ccc(NC(=O)c2cccc([N+](=O)[O-])c2)cc1,-9,1,-4,10,0,-5.2,2,-2,-7
CCOc1ccc(CCNC(=O)COC(=O)/C=C/c2ccccc2OC)cc1OCC,6,3,-1,4,2,1.1,-5,3,-3
O=C(Nc1ccc(Cl)cn1)c1cc(S(=O)(=O)N2CCCCC2)ccc1Cl,2,-2,2,0,-3,-0.5,0,2,-3
Cc1c(NC(=O)CSc2nnnn2-c2ccc(F)cc2)c(=O)n(-c2ccccc2)n1C,-4,0,-1,1,0,0.1,0,-2,-8
CCOC(=O)CNC(=O)c1c(C)nn(C)c1Cl,2,-9,-5,-5,-1,1.2,-2,0,5
CCN(CC)c1nc(N)c([N+](=O)[O-])c(NCCO)n1,-4,1,-2,2,7,-0.7,-3,1,2
Cc1csc2nc(O)c(C(=O)NC3CCCCC3)c(=O)n12,2,1,-6,-1,4,-0.5,0,4,-2
C=CCNC(=O)c1ccc(-c2cccc([N+](=O)[O-])c2)o1,-4,0,3,1,15,-0.9,-1,1,-2

# Going on with the list:
SMILES,GLD-1 RNA inh,PME-1 primary,Fam108B inh,GSTO1 inh,MCL1-BIM inh,MEX-5 binding,TPT1 inh,Bcl-xL primary,PAD4 FP inh
Cc1c(C(=O)OCC(=O)Nc2ccc3c(c2)OCO3)cccc1[N+](=O)[O-],-2,-6,6,4,3,3.1,4,1,1
CCN(CC)C(=O)CN(c1ccc2c(c1)OCO2)S(C)(=O)=O,1,2,5,-1,3,2.0,0,-1,-6
CCOc1c2c(nc3ccc(Cl)cc13)CCC2,-1,-2,7,7,0,-0.7,-3,2,0
CCCN(CCC)CC(=O)Nc1cccc2c1OCO2,-3,2,2,4,-6,2.0,1,2,2
